NF-kB expr up = compounds increasing NF-kB expression in human neuronal cells; NF-kB reporter expression; stronger effect = higher value; fold change at 12.5 µM; 1.6% of 190,000 active; AID 1239; in the data active = fold change above about 3.3
DTT redox prof = compounds producing H2O2 with reducing agent – biochemical, NIH compound library profiling, artefact control for MLSCN library redox annotation, primary screen; activation, % at 10 µM; 0.03% of 200,000 active; AID 878; DTT-dependent redox cycling H2O2, phenol red/HRP absorbance; 100% = 100 µM peroxide control, 0% = buffer;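 active = activation of at least 50% relative to the plate's high and low controls in the primary single-dose screen; inactive = activation below 50%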;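 also: compound incubated with DTT at 0.8 mM final as the reducing agent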
Efa HMGR inh = inhibitors of class II HMG-CoA reductase from Enterococcus faecalis. inhibition, % at 10 µM. AID 1066. 0.41% of 190,000 active. purified E. faecalis HMGR, NADPH absorbance 340 nm kinetic;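 active = inhibition above a set limit, the median over all tested compounds plus 3 SD, cut at about 9.5% in these data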;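 also: enzyme runs in reverse so mevalonate oxidation gives rising NADPH absorbance; 0% = complete reaction with DMSO and 100% = background rate lacking mevalonate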
G6PDH CS = counter-screen for G6PDH assay hits: L. mesenteroides G6PDH inhibition. AID 1020. Purified L. mesenteroides G6PDH, diaphorase/resazurin coupled fluorescence, 45 min. 0.12% of 200,000 active. inhibition, % at 5 µM; in the data active = inhibition above about 50%
FLuc stim CS = firefly luciferase counter-screen for stimulation assays; P08659; ATPlite luciferase biochemical, luminescence, 10 min; 0 = ATP-free wells, 1 = DMSO control; activation factor at 10 µM; 200,000 tested, under 10 active; AID 1027;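 active = luciferase activation factor, scaled between plate controls, of at least 2 with compound at 10 µM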
Target sequence (P08659 whole entry, looked up): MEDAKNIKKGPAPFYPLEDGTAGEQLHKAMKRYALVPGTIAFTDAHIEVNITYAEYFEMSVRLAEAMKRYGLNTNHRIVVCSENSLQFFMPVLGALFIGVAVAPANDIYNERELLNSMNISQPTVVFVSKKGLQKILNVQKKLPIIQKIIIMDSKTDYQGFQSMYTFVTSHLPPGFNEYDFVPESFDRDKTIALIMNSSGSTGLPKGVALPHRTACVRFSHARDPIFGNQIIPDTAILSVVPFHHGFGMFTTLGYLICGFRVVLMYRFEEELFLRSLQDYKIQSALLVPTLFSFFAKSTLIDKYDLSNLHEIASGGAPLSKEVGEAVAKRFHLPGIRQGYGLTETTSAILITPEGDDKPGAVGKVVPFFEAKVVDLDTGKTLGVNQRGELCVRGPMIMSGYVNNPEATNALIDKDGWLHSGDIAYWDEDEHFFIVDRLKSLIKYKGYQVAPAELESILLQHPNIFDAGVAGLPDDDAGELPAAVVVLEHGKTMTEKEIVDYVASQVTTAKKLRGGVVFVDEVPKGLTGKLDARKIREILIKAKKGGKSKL
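Material: Luciferase/luciferin reagent mix | Doses: Test compounds dosed from 2 mM stocks in 100% DMSO | Timing: 10 min incubation after luciferase reagent addition, room temperature | Measured by: Luminescence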
Hsp70 activator = transcriptional activators of Hsp70; HeLa Hsp70 promoter luciferase reporter, luminescence; scaled: vehicle 0, proteasome-inhibitor control 100%; activation, % at 10 µM; AID 1203; 0.04% of 200,000 active;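 active = activation above the mean across all tested compounds plus 3 SD, cutoff set per campaign, cut at about 5.5% in these data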;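 also: 100% = MG132 at 30 µM as the positive control and 0% = DMSO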
FLuc inhib CS = inhibits firefly luciferase, flagging false hits in luciferase inhibition screens; ATPLite firefly luciferase biochemical luminescence, 10 min; inhibition, % at 10 µM; 1.5% of 200,000 active;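 active = inhibition above about 50% when tested at 10 µM, limit read from the data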
APP 5UTR inh = APP translation inhibition | SH-SY5Y APP 5'UTR-luciferase reporter, luminescence | inhibition, % at 2 µM | 0.82% of 190,000 active | AID 1285;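 active = inhibition above a set limit, derived from the sample mean plus 3 SD, cut at about 45% in these data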; also: values of inactives mirror those of a sister screen read the other way
APP 5'UTR act = activates APP 5'UTR luciferase reporter; SH-SY5Y APP 5'UTR luciferase reporter, luminescence; zero percent = DMSO vehicle wells; activation, % at 2 µM; 1% of 190,000 active;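 active = activation above a set limit, based on mean plus 3 SD of controls, cut at about 140% in these data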; also: values of inactives mirror those of a sister screen read the other way
STAT1 activator = STAT1 signaling activation. NIH 3T3 STAT1-luciferase reporter, IFN-gamma, luminescence; 100% = IFN-gamma alone, no compound. activation (% of control), % at 5.5 µM. 2.6% of 200,000 active;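 active = activation above the screen-wide mean activation plus 3 SD, cut at about 130% in these data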;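 also: raw ratio to IFN-gamma control signal so 100% means no change and 0% no light; values of inactives mirror those of a sister screen read the other way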
* hit, by the source's call; . = not tested or not shown.

molecule	NF-kB expr up	DTT redox prof	Efa HMGR inh	G6PDH CS	FLuc stim CS	Hsp70 activator	FLuc inhib CS	APP 5UTR inh	APP 5'UTR act	STAT1 activator
CC1CC(CCC(=O)NC(=S)Nc2ccc(S(N)(=O)=O)cc2)C(=O)O1 (configuration not stated)	1.4	-1.9	2	2	1	0.1	-4	-8	8	108
CCOC(=O)C1CCN(c2ccc(C(=O)O)cc2[N+](=O)[O-])CC1	1.1	0.1	-6	-7	1	-0.3	-1	-16	16	98
COc1ccc(C(=O)NC(=S)NNC(=O)c2cnccn2)cc1OC	0.49	0.5	0	-3	1.1	-0.2	-6	20	-20	104
Cc1cccc(C)c1NC(=S)NNc1ncc(C(F)(F)F)cc1Cl	1.1	0.1	1	-2	1.1	-0.5	-8	.	.	100
O=C1CC(N2CCC(c3nc4ccccc4o3)CC2)C(=O)N1c1ccc(Cl)cc1 (configuration not stated)	.	-3.3	.	.	.	-0.5	.	-14	14	94
Cc1ncsc1C(=O)N1N=C2/C(=C/c3ccc(N4CCOCC4)cc3)CCCC2C1c1ccc(N2CCOCC2)cc1 (configuration not stated)	0.96	-3.7	5	6	1.1	0.3	-10	-2	2	103
O=C(NC1CCCC1)C(c1ccsc1)N(C(=O)Cc1cccs1)c1cccc(F)c1 (configuration not stated)	1.3	3.8	3	4	1	-0.1	-3	1	-1	103
CC(NC(=O)CSc1nnc(-c2cccnc2)n1N)c1ccccc1 (configuration not stated)	1.1	-0.2	-6	13	1	-0.3	-2	-2	2	95
c1ccc(-c2nnsc2-c2nc3ccccc3[nH]2)cc1	0.99	1.2	12*	7	1	-0.3	-2	-8	8	105
CN(/C(=N/S(=O)(=O)c1cccs1)c1ccccc1)c1ccc(O)cc1	1.2	-0.7	-4	1	1	-0.1	-4	2	-3	105
Cc1ccc(/C(N)=N/OC(=O)COc2ccccc2Cl)cc1	2.1	-1.8	4	-15	1	-0.1	-1	-20	20	119
COC(=O)[C@H]1[C@H](C(=O)OC)[C@@H](C(=O)OC)N(c2ccc(OC)cc2)[C@@H]1C(=O)OC	1.2	0.0	1	-3	1.1	-0.1	-9	5	-5	102
O=C1NC(c2ccc3c(c2)OCO3)Nc2ccccc21 (configuration not stated)	1.8	-0.1	0	0	1.1	-0.1	-6	-12	12	114
COc1cc(C(Nc2ccccn2)c2c(NC(=O)c3ccco3)sc(C)c2C)cc(OC)c1OC (configuration not stated)	1	0.0	0	1	1	-0.1	-1	-2	3	100
Cc1cnc([N+](=O)[O-])n1CCOC(=O)NC(=O)c1ccccc1Cl	1.2	0.7	-2	11	1	0.1	-4	8	-8	105
O=C(Nc1ccccc1)OCc1cc(-c2ccccc2Cl)on1	2.1	-7.1	5	4	1	0.3	-2	-25	25	126
Cc1cccc(NC(=S)NC(C)C(c2ccccc2)N2CCN(C)CC2)c1C (configuration not stated)	.	-0.9	6	6	1	-0.3	-2	5	-5	97
O=C(O)/C=C/c1ccc(OCCCF)cc1	3.1	-1.8	-3	5	1	-0.3	-2	-16	16	105
O=C(c1cc2cc(C(F)(F)F)ccc2s1)N1CCOCC1	1.3	-1.5	0	4	1	0.5	-5	-10	10	111
Cc1ccc(/C=N/NC(=O)c2c[nH]c3ccccc23)s1	3.1	-2.9	-1	7	0.7	0.6	26	-78	78	146*
CCOC(=O)Cc1csc(NS(=O)(=O)c2ccc(F)cc2)n1	0.86	-4.1	-4	-3	1.1	-0.2	-7	-4	4	106
CCOC(=S)SCc1cn2ccccc2n1	1.1	0.2	3	6	1	-0.1	1	-14	14	99
CS(=O)(=O)N1CCN(C(=O)Cc2cccs2)CC1	0.9	2.5	2	-13	1.1	-0.3	-6	-6	6	103
Cc1ccc(N(C)C(=O)C2CCN(S(=O)(=O)c3ccc4c(c3)oc(=O)n4C)CC2)cc1	1.4	-0.6	-4	-1	1	0.0	0	6	-6	96
N#Cc1ccccc1Sc1ccccc1C(=O)Nc1ccc(Br)cc1	1.1	-4.8	-1	9	1.1	0.0	-6	12	-12	100
O=C1C=C(O)C(n2cncn2)C(c2ccc(F)cc2)C1 (configuration not stated)	1.1	-2.5	-1	13	1	-0.4	1	8	-8	102
CN(C)S(=O)(=O)c1cccc(C(=O)Nc2ccccc2[N+](=O)[O-])c1	1.3	0.1	-4	-3	1	0.1	2	3	-3	105
C/C(=N\Nc1c([N+](=O)[O-])c(C)nn1C)c1ccc(F)cc1F	1.2	-1.1	-5	-8	1	-0.2	-4	1	-1	106
N#Cc1ccc(CSCC(=O)NN=C2CCCC2)cc1	2.3	0.2	2	1	1	-0.3	-5	-2	2	105
O=C1C2C3C=CC(C4CC34)C2C(=O)N1/N=C/c1ccc([N+](=O)[O-])s1 (configuration not stated)	1.5	0.0	-2	-9	1	-0.5	-4	1	-1	110
O=C(N/N=C/c1cccc(Br)c1)c1ccc(Cn2cc(Br)cn2)o1	0.78	-0.5	-6	3	1	-0.4	-2	-8	8	107
Cc1ccccc1CN(c1ccc(C(=O)Nc2ccccc2C(=O)NCc2ccco2)cc1)S(C)(=O)=O	0.56	0.5	0	0	1	-0.3	3	1	-1	96
Cc1ccc(S(=O)(=O)N(C)C)cc1NC(=S)NC(C)CCC(C)C (configuration not stated)	0.79	-0.1	-1	2	1.1	-0.4	-8	-8	8	100
Cc1ccc2nc(-c3ccc(Br)o3)oc(=O)c2c1	1.5	-0.2	-2	4	0.8	0.4	19	-54	54	92
Cc1ccc(C)c2c1sc(=NC(=O)CN1C(=O)CCC1=O)n2C	0.76	-0.7	0	-1	1.1	-0.2	-5	-4	4	94
Cc1c(NC(=O)C(=O)/C=C(/O)c2ccccc2)c(=O)n(-c2ccccc2)n1C	1.4	0.5	-8	0	1	-0.3	-4	-17	17	117
CS(=O)(=O)N(CC(=O)NCc1ccncc1)c1cc(Cl)cc(Cl)c1	1.6	-0.6	-11	0	1	-0.3	-2	-12	12	99
O=C(CCN1CCCCC1)Nc1ccc(Br)cc1	1.2	0.7	7	4	1.1	-0.3	-8	4	-4	102
COc1ccc(C(=O)C2CCCN(C(=O)CCC3=NNC(=O)CC3)C2)c(C)c1 (configuration not stated)	1.2	-0.8	-3	5	1	-0.4	-2	4	-4	94
O=C(CSC1=NC(=O)C(Cc2ccccc2)C(=O)N1)NC1CCCCC1 (configuration not stated)	1.2	4.9	-1	-10	1	-0.2	-4	11	-11	100

Compound profiles, from the list above:
Entry for Cc1ccc(S(=O)(=O)N(C)C)cc1NC(=S)NC(C)CCC(C)C (configuration not stated) : NF-kB expr up = 0.79; DTT redox prof = -0.1; Efa HMGR inh = -1; G6PDH CS = 2; FLuc stim CS = 1.1; Hsp70 activator = -0.4; FLuc inhib CS = -8; APP 5UTR inh = -8; APP 5'UTR act = 8; STAT1 activator = 100
Entry for c1ccc(-c2nnsc2-c2nc3ccccc3[nH]2)cc1 : NF-kB expr up = 0.99; DTT redox prof = 1.2; Efa HMGR inh = 12*; G6PDH CS = 7; FLuc stim CS = 1; Hsp70 activator = -0.3; FLuc inhib CS = -2; APP 5UTR inh = -8; APP 5'UTR act = 8; STAT1 activator = 105

Other structures.
molecule	NF-kB expr up	DTT redox prof	Efa HMGR inh	G6PDH CS	FLuc stim CS	Hsp70 activator	FLuc inhib CS	APP 5UTR inh	APP 5'UTR act	STAT1 activator
Cc1ccc(NC(=O)CSc2nnc(CNC(=O)c3cccs3)o2)cc1	2.4	0.2	-6	10	1.1	-0.2	-6	17	-17	105
COc1cccc(N(CC(=O)NCC2CCCO2)C(=O)CCC(=O)Nc2nccs2)c1 (configuration not stated)	1.2	-1.4	0	6	1.1	0.1	-8	-39	39	102
COc1ccc(N(Cc2cc3ccccc3[nH]c2=O)S(C)(=O)=O)cc1	1.3	0.6	-6	2	1	-0.5	-1	10	-10	95
COc1cc(C(=O)NCCCn2ccnc2)cc(OC)c1OC	1.2	0.0	-6	10	1.1	0.0	-7	-10	9	103
CCOC(=O)c1cc(C(=O)c2cc(Cl)ccc2O)coc1=N	0.92	-0.3	-3	2	1.1	-0.2	-6	-24	24	100
COc1ccccc1N1CCN(C(=O)CCNS(=O)(=O)c2ccc3c(c2)CCC(=O)N3)CC1	0.8	0.8	-2	-19	1.1	-0.5	-7	-8	8	100
COc1ccc(COc2cc(-c3cccc(OC)c3)nc3ccc(NC(C)=O)cc23)cc1	1	0.3	-1	16	1	0.0	-2	0	0	105
CCOC(=O)C1C(=O)CC(C)(O)C(C(=O)OCC)C1c1ccc(Br)o1 (configuration not stated)	0.81	-0.5	-4	5	1	0.1	-5	0	0	102
Cc1ccc(SCC(=O)NCCN2C(=O)CSC2=O)cc1C	1.3	-1.5	-4	3	1	-0.3	0	-36	36	104
COc1ccc([C@H]2[C@@H](C#N)[C@H](C#N)N3CCCN23)cc1	1.2	0.6	-9	7	1	0.2	0	0	0	78
COC(=O)c1cc(NC(=O)C2COc3ccccc3O2)cc(C(=O)OC)c1 (configuration not stated)	0.54	1.9	-1	-6	1.1	0.0	-7	5	-5	101
COc1cccc(C(=O)Nc2cccc(C(C)=O)c2)c1	1.7	-0.3	-5	2	0.7	0.1	32	-9	9	118
COc1ccccc1NC(=O)/C=C/c1ccc(OC)c(S(=O)(=O)N2CCOCC2)c1	0.94	-1.0	-8	7	1	-0.3	1	-16	16	103
CC(=O)c1ccc(N2CCN(C(=O)c3cc(-c4cccnc4)nc4ccc(Br)cc34)CC2)cc1	0.95	0.1	2	8	1	-0.2	2	30	-30	100
CCCCC(=O)NC(c1cccs1)c1cc(Cl)c2cccnc2c1O (configuration not stated)	0.7	1.1	-4	4	1	0.2	-4	72*	-72	89
CC(=O)Nc1cccc(NC(=O)Nc2ccc(C(C)=O)cc2)c1	1.3	0.5	3	-16	0.7	-0.1	29	-7	7	100

Screening data deposited in PubChem by several laboratories.
